# M4 ag – CHRM4 agonism in calcium assay; AID 624127; actives 0.14% (n = 360,000); activation, % at 3 µM; CHO-K1 hM4/Gqi5, Fluo-8 calcium fluorescence; vehicle 0%, full acetylcholine response 100%;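 active = activation above the run mean over all test wells plus 3 SD, cut at about 32% in these data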;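 note: peak over basal fluorescence ratio per well then scaled between controls; 0% = DMSO wells and 100% = acetylcholine at EC100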
# CHRM4 antagonist – blocks acetylcholine activation of human M4 receptor; inhibition, % at 3 µM; AID 624125; CHO-hM4 cells, ACh EC80, Fluo-8 calcium fluorescence; P08173; actives 0.73% (n = 360,000);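 active = inhibition above its plate's cutoff, the mean inhibition of sample wells plus 3 SD, cut at about 27% in these data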;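 note: 0% = acetylcholine EC80 with DMSO and 100% = DMSO without agonist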
# CHRM4 PAM – CHRM4 positive allosteric modulation | P08173 | CHO-K1 hM4/Gqi5, Fluo-8 calcium fluorescence, ACh EC20; 0% = ACh EC20, 100% = maximal ACh | activation, % at 3 µM | actives 0.4% (n = 360,000) | AID 624126;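 active = activation above its plate's cutoff, the mean activation of sample wells plus 3 SD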; note: some results filed as inactive read as strong as hits
# CHRM1 PAM – human CHRM1 positive allosteric modulation; activation, % at 3 µM; CHO-K1 hM1, Fluo-8 calcium fluorescence, ACh EC20; 0% = ACh EC20, 100% = maximal ACh; AID 588819; actives 0.088% (n = 360,000); in the data active = activation above about 19%, passing the limit was not always enough
# Target sequence (P11229 whole entry, looked up): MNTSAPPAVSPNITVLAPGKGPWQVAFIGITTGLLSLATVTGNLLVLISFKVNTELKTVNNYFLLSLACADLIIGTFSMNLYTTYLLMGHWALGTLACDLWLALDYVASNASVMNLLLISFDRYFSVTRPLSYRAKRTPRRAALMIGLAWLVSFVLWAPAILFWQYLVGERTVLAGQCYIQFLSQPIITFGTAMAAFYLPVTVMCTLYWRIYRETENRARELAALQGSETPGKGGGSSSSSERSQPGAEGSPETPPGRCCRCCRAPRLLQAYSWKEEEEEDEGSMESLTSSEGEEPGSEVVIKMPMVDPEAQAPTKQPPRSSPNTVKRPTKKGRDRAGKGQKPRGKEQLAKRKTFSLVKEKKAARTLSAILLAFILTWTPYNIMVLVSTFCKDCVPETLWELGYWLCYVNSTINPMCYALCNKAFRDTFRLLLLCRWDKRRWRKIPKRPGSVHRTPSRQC
# CHRM5 antagonist – blocks acetylcholine activation of human M5 receptor; P08912; CHO-hM5 cells, Fluo-8 calcium fluorescence, ACh EC80; inhibition, % at 3 µM; actives 0.59% (n = 360,000); AID 624040;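 active = inhibition above a per-plate cutoff, the mean of that plate's test compounds plus 3 SD, cut at about 27% in these data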;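 note: 0% = acetylcholine EC80 with DMSO and 100% = DMSO without agonist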
# CRFR2-BP ag – CRF-BP/CRF-R2 complex agonism | HEK293 CRF-R2/CRF-BP, calcium dye fluorescence (FLIPR); percent of saturating CRF peptide response | activation, % at 13.2 µM | actives 0.46% (n = 350,000) | AID 588473;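 active = activation of at least 50%, plus an integration ratio under a set limit after plate pattern correction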;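 note: plate controls were neutral control wells without compound for no effect and CRF at EC100 for full effect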
# M5 ag – agonists of human muscarinic M5 receptor (CHRM5); P08912; CHO-K1 hM5 cells, Fluo-8 calcium fluorescence; 0% DMSO wells, 100% maximal acetylcholine response; activation, % at 3 µM; actives 0.19% (n = 360,000); AID 624037;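 active = activation above the run's mean over test compounds plus 3 SD, cut at about 23% in these data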;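 note: signal is peak over basal fluorescence ratio across the kinetic read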
# M5 PAM – CHRM5 positive allosteric modulation. P08912. CHO-K1 hM5, Fluo-8 calcium, ACh EC20 PAM; 0% = ACh EC20, 100% = ACh EC100. activation, % at 3 µM. actives 0.3% (n = 360,000);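 active = activation above the run cutoff, the mean activation of all test compounds plus 3 SD, cut at about 18% in these data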
#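 Assay system: CHO-K1 hM5 cells / Incubation: Fluo-8 loading 80 min at 37 °C plus 30 min room temperature / Technique: Fluo-8 calcium dye fluorescence, kinetic read / Repeats: single replicate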
# CHRM1 antagonist – human CHRM1 antagonism | CHO-K1 hM1, Fluo-8 calcium fluorescence, ACh EC80 antagonist | inhibition, % at 3 µM | actives 1.3% (n = 360,000);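 active = percent inhibition above its own plate's cutoff, namely the mean of that plate's compound wells plus 3 SD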;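 note: peak over basal fluorescence ratio during 140 s after agonist addition; 0% = ACh EC80 plus DMSO and 100% = DMSO alone without agonist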
# * hit, by the source's call; . = not tested or not shown.
SMILES,M4 ag,CHRM4 antagonist,CHRM4 PAM,CHRM1 PAM,CHRM5 antagonist,CRFR2-BP ag,M5 ag,M5 PAM,CHRM1 antagonist
Cc1ccc(CCNC(=O)CS(=O)Cc2nc(-c3cccc(C)c3)oc2C)cc1 (centres undefined),2,7,0,10,-2,-6.3,0,3,-20
O=C(O)COc1ccccc1C=NNC(=O)c1ccc(NS(=O)(=O)c2cccs2)cc1,3,5,1,-3,2,-0.1,1,-5,11
COc1ccc(CN(C)CC(=O)Nc2cc3oc4ccccc4c3cc2OC)c(OC)c1,-1,-1,-27,-4,-5,1.1,-6,-16,4
CC(=O)Nc1ccc(NC(=O)c2ccccc2CCc2ccccc2)cc1,2,-7,10,-1,6,-0.9,1,6,10
CCOc1ccc(NC(=O)CC(c2ccccc2)c2ccc(F)cc2)cc1 (centres undefined),3,2,-23,-18,7,-2.9,-5,-14,16
Cc1ccc(NC(=O)Cn2c(=O)c(C)nc3ccccc32)cc1,2,-8,-4,5,-1,4.5,0,4,5
O=C(Cn1c(CO)nc2ccccc21)NC1CCCCCC1,19,6,-11,-5,11,.,2,-10,10
CCCCCOc1ccc(C(=O)NCC2(c3ccccc3)CCOCC2)cc1,1,2,7,0,0,-0.1,-6,-2,2
Cc1[nH]c(=O)[nH]c(=O)c1S(=O)(=O)Nc1ccc(Br)cc1F,0,2,-1,4,12,-0.6,-3,-2,-8
N#Cc1ccc(CN2CCN(C(=O)Cn3nc(C(N)=O)c4ccccc4c3=O)CC2)cc1,2,-5,3,7,15,0.3,-1,-2,-4
CCn1c(C)nc2cc(C(=O)N/N=C/c3ccc(O)cc3)ccc21,1,-7,11,8,-2,0.8,-1,0,-8
CCNC(=S)N1CCN(CC(=O)Nc2ccc(OC)cc2)CC1,1,1,-2,12,-5,-0.8,-4,-8,-13
Cc1cccc(OC(C)C(=O)OCC(=O)N2CCN(c3ccccc3)CC2)c1 (centres undefined),1,4,-5,0,11,-3.5,1,-5,3
C=CCN(CC=C)S(=O)(=O)c1ncn[nH]1,1,-8,2,1,-5,0.7,-4,2,0
CC(NC(=O)/C(C#N)=C/c1cccs1)c1ccccc1 (centres undefined),3,-12,4,10,-4,-1.8,3,4,4
N/C(=N\OS(=O)(=O)c1ccc(Cl)cc1)c1ccccn1,1,-3,0,1,2,1.3,-2,12,11
C(=NNC1=NCCN1)c1ccnc2ccccc12,1,-2,3,6,-11,.,-2,4,-9
O=C(COc1ccccc1)Nc1ccccc1Oc1ccccc1,-2,1,-4,-11,6,-0.1,-6,-6,15
Cc1ccc(C(=O)CSc2nnc(-c3ccccc3N)n2C)cc1,1,8,-4,-8,2,-2.3,-7,-7,16
N#Cc1c(-c2cccnc2)cc(-c2ccccc2)nc1N,4,6,-6,7,19,-3.3,-2,-9,-7
FC(F)(F)c1ccc(Nc2nnnc3ccccc23)cc1,1,0,-4,1,4,0.3,-2,-7,-6
CC(=O)c1cccc(NC(=O)c2noc3c2CCc2ccccc2-3)c1,1,4,-1,18,5,3.3,4,2,-16
COC(=O)c1cc(-c2cccs2)nc2ccccc12,17,11,-6,-6,16,-1.8,0,-8,14
Cc1nn(-c2ccccc2)nc1C(=O)Nc1ccc2[nH]ncc2c1,0,-18,3,4,-9,-1.9,-1,3,5
COC(=O)c1cn(NC(=O)Cc2ccc(OC)c(OC)c2)c(=O)c2ccccc12,2,-5,14,16,-3,-0.6,2,6,-15
COc1ccc(CNC(=O)C2CCCN(S(=O)(=O)c3ccc(Br)s3)C2)cc1 (centres undefined),3,-9,-3,8,17,-1.3,-4,-2,-4
FC(F)(F)c1ccncc1-c1nnc(C2CCCCC2)o1,0,12,-4,11,11,-0.1,-1,-4,-9
CC(C)CC(N)c1csc(NC(=O)c2cc(C(C)(C)C)nn2Cc2ccccc2)n1 (centres undefined),14,8,-1,-4,8,.,7,6,5
COc1ccc(C(CC(=O)O)NS(=O)(=O)c2ccc(C)cc2)cc1OC (centres undefined),0,0,9,3,-1,3.5,-2,2,-1
N#Cc1cccc(-c2csc(C(O)c3ccc(F)cc3)n2)c1 (centres undefined),3,-7,-1,1,2,.,0,-3,-5
N#C/C(=C(/O)c1ccc([N+](=O)[O-])o1)c1nc2ccccc2[nH]1,2,-6,16,17,5,1.1,-3,1,-21
Cc1ccc(S(=O)(=O)NC(CC(N)=O)C(=O)O)cc1 (centres undefined),0,12,-3,1,7,-1.5,-3,-10,-21
CCOc1ccc(CCNC(=O)c2oc3c(c2C)-c2[nH]ncc2CC3)cc1OCC,3,-16,0,3,2,0.1,2,-5,0
Cc1ccc2c(c1)c1c(c(=O)n(-c3ccccc3C)c(=O)n1CC(=O)NCC1CCCO1)n2C (centres undefined),4,-16,2,1,-9,-0.4,1,-2,-4
CCCCCCn1cc(CN2CC(N3CCN(Cc4cccc(C)c4)CC3)CS2(=O)=O)nn1 (centres undefined),3,4,-9,.,-7,.,-2,3,.
CCOc1ccc(N=C(NC#N)SCC)cc1,-1,4,-1,3,-2,-0.9,-4,3,2
CN1CCN(C(=O)/C=C/c2cccc(Cl)c2)CC1,1,6,-3,2,20,-0.8,-4,-4,2
CN1CCN(Cc2nnc(-c3ccccc3)o2)CC1,0,-11,-2,0,-1,-0.8,1,1,-3
CC(C)N1C(=O)CN(C2CCCCCC2)C(=O)C1c1ccccc1F (centres undefined),0,8,-11,3,6,0.7,-8,-4,-7
O=C(NCCc1ccccn1)c1c(-c2ccsc2)sc2ccccc12,8,-18,-3,4,-2,-8.3,3,-9,-14

# In the list so far, these have four or more nitrogen atoms.
SMILES,M4 ag,CHRM4 antagonist,CHRM4 PAM,CHRM1 PAM,CHRM5 antagonist,CRFR2-BP ag,M5 ag,M5 PAM,CHRM1 antagonist
N#Cc1ccc(CN2CCN(C(=O)Cn3nc(C(N)=O)c4ccccc4c3=O)CC2)cc1,2,-5,3,7,15,0.3,-1,-2,-4
CCn1c(C)nc2cc(C(=O)N/N=C/c3ccc(O)cc3)ccc21,1,-7,11,8,-2,0.8,-1,0,-8
CCNC(=S)N1CCN(CC(=O)Nc2ccc(OC)cc2)CC1,1,1,-2,12,-5,-0.8,-4,-8,-13
C=CCN(CC=C)S(=O)(=O)c1ncn[nH]1,1,-8,2,1,-5,0.7,-4,2,0
C(=NNC1=NCCN1)c1ccnc2ccccc12,1,-2,3,6,-11,.,-2,4,-9
Cc1ccc(C(=O)CSc2nnc(-c3ccccc3N)n2C)cc1,1,8,-4,-8,2,-2.3,-7,-7,16
N#Cc1c(-c2cccnc2)cc(-c2ccccc2)nc1N,4,6,-6,7,19,-3.3,-2,-9,-7
FC(F)(F)c1ccc(Nc2nnnc3ccccc23)cc1,1,0,-4,1,4,0.3,-2,-7,-6
Cc1nn(-c2ccccc2)nc1C(=O)Nc1ccc2[nH]ncc2c1,0,-18,3,4,-9,-1.9,-1,3,5
CC(C)CC(N)c1csc(NC(=O)c2cc(C(C)(C)C)nn2Cc2ccccc2)n1 (centres undefined),14,8,-1,-4,8,.,7,6,5
N#C/C(=C(/O)c1ccc([N+](=O)[O-])o1)c1nc2ccccc2[nH]1,2,-6,16,17,5,1.1,-3,1,-21
Cc1ccc2c(c1)c1c(c(=O)n(-c3ccccc3C)c(=O)n1CC(=O)NCC1CCCO1)n2C (centres undefined),4,-16,2,1,-9,-0.4,1,-2,-4
CCCCCCn1cc(CN2CC(N3CCN(Cc4cccc(C)c4)CC3)CS2(=O)=O)nn1 (centres undefined),3,4,-9,.,-7,.,-2,3,.
CN1CCN(Cc2nnc(-c3ccccc3)o2)CC1,0,-11,-2,0,-1,-0.8,1,1,-3

# (listing goes on)
SMILES,M4 ag,CHRM4 antagonist,CHRM4 PAM,CHRM1 PAM,CHRM5 antagonist,CRFR2-BP ag,M5 ag,M5 PAM,CHRM1 antagonist
CCCCN1C(N)=NC[C@@H]1C(C)O (some centres undefined),3,-3,9,9,2,6.0,2,8,-5
Cc1nn(-c2ccccc2)c(C)c1NC(=O)COc1ccc2ccccc2c1,23,11,-20,-12,9,-1.4,7,-20,12
O=C1O[C@@H](c2ccccc2)C[C@@H](O)C(=O)CCc2ccccc21,2,-5,8,.,-6,.,3,3,.
Cc1ccc(S(=O)(=O)NCCCNC(=O)OCc2ccccc2)cc1,3,0,-4,1,7,-1.8,-1,-2,-2
COc1cc(-c2cc(C(=O)OCC(=O)NC3CC3)c3ccccc3n2)cc(OC)c1OC,15,-5,-5,-18,16,-1.9,5,-18,28
COc1cc2c(cc1OC)C(c1cc(OC)c(OC)cc1[N+](=O)[O-])N(C(C)=O)CC2 (centres undefined),0,25,-14,-7,16,-0.1,-3,-8,6
CCOC(=O)c1nnc2cc(-c3ccccc3)nn2c1C,6,-2,1,-1,9,0.0,2,-8,-10
